# DT40 TDP1 no CPT = qHTS for Inhibitors of human tyrosyl-DNA phosphodiesterase 1 (TDP1): qHTS in cells in absence of CPT; DT40 Tdp1-/- hTDP1 cells, no CPT, ATP luminescence, 48 h; Potency, µM (top dose mostly 46.2 µM), inactives show at the highest dose activity change, negative = growth inhibition, usual class: inhibitors; actives 15% (n = 420,000); further: nearly all actives have a fitted effect of over 55% in size
#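 Chicken DT40 Tdp1-/- cells complemented with human TDP1, screened without camptothecin (DMSO vehicle only), 400 cells/well. Compounds pin-transferred, cells incubated at 37 °C for at least 48 hr. Growth read as ATP-dependent luminescence (CellTiter-Glo, 30 min at RT).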
# TDP1 inh = TDP1 (human) enzyme inhibition | recombinant TDP1, AlphaScreen DNA substrate cleavage | Potency, µM (highest dose often 130 µM), for the others: at the highest dose activity change, negative = inhibition, actives largely listed as inhibitors | actives 0.28% (n = 350,000) | AID 485290; further: nearly all actives have a fitted effect of over 40% in size
# Target sequence (Q9NUW8 whole entry, looked up): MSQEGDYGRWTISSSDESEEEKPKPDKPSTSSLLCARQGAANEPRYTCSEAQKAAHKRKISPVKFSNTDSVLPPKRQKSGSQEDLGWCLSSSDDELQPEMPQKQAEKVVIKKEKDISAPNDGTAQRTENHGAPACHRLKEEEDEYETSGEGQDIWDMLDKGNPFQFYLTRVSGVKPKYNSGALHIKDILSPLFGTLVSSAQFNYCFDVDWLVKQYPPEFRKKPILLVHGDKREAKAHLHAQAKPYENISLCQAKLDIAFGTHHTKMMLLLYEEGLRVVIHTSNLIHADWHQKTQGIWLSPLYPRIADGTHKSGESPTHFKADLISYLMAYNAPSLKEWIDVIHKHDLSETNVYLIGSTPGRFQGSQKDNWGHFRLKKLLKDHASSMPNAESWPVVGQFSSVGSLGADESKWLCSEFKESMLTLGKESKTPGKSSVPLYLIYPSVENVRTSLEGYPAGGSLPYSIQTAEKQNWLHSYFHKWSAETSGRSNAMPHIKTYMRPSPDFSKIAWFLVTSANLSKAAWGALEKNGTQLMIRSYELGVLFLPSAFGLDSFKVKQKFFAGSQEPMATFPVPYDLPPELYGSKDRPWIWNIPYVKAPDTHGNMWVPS
#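 Signal: AlphaScreen proximity between streptavidin donor and anti-FITC acceptor beads on intact substrate. Reaction: Tdp1 1 nM, substrate 15 nM final, 5 min RT after 15 min compound preincubation.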
# N370S GC mod = inhibitors or activators of N370S glucocerebrosidase for Gaucher disease. P04062. N370S GC spleen homogenate, 4MU-glucoside fluorescence. Potency, µM (titrated, usually from 59.4 µM), for inactives: at the top dose activity change, negative = inhibition, hits mostly inhibitors. actives 0.092% (n = 330,000). AID 2101;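 further: 0% = full enzyme activity and -100% = no enzyme basal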
# * hit, by the source's call; u = inconclusive; x = no result given; & = joins results of further samples; [ ] = remark or other dose. The call rests on the fitted dose curve; in most records, active means well fitted curve in the direction sought with a large enough effect; inconclusive means small, poorly fitted or top-dose-only effect, or another doubt; inactive means no such curve, though single readings can be large; an effect the other way counts as inactive or inconclusive. Unless noted, on the % scale 0 is the no-effect control and ±100 the full control effect; potency means the concentration at half of the fitted maximal effect. This is a subset; count on the stated rates, not on these rows.
SMILES,DT40 TDP1 no CPT,TDP1 inh,N370S GC mod
N/C(=N\O)c1ccc(NC(=O)c2ccc(Br)o2)cc1,u,1%,-3%
CC(=O)Nc1ccc(NC(=O)C2CCCN2S(=O)(=O)c2cccc3nsnc23)cc1 (stereo not drawn),2%,3%,-4%
Cc1nc2cc(-c3ccccc3)nn2c(C)c1CCC(=O)N1CCN(c2ccc(F)cc2)CC1,10µM*,2%,x
Cc1ccc(S(C)(=O)=O)cc1C(=O)Nc1cccc(S(=O)(=O)N2CCCCCC2)c1,-6%,-1%[56.1 µM],x
CCn1c(=O)c2c(nc3n2CC(C)CN3CCc2ccccc2)n(C)c1=O (stereo not drawn),u,2%,0%
Cc1ccc(NC(=O)CN2c3cccc4cccc(c34)S2(=O)=O)cc1,u,-5%,x
COC(=O)c1ccc(C(NC(=O)OCc2ccccc2)/C(C)=C/[C@@H](C)C(=O)N(C)Cc2cccnc2)cc1 (stereo partly drawn),x,13%,-9%
O=C(CN1CCC(C(=O)c2cccc(F)c2)CC1)NCc1cccs1,u,5%,-1%
Cn1cc(CN2CCC(Oc3ccc(C(=O)N4CCCCC4)cc3)CC2)cn1,0%,1%[56.1 µM],5%
Cc1ccc(C)c(-n2c(CNC(=O)c3ccco3)nnc2SCC(=O)N2CCc3ccccc32)c1,u,-1%,-6%

# 3 compounds drawn at random from the list so far, as already listed:
SMILES,DT40 TDP1 no CPT,TDP1 inh,N370S GC mod
O=C(CN1CCC(C(=O)c2cccc(F)c2)CC1)NCc1cccs1,u,5%,-1%
CCn1c(=O)c2c(nc3n2CC(C)CN3CCc2ccccc2)n(C)c1=O (stereo not drawn),u,2%,0%
CC(=O)Nc1ccc(NC(=O)C2CCCN2S(=O)(=O)c2cccc3nsnc23)cc1 (stereo not drawn),2%,3%,-4%

# (listing goes on)
SMILES,DT40 TDP1 no CPT,TDP1 inh,N370S GC mod
O=C(/C=C/c1cccs1)c1ccc(N2CCOCC2)cc1,u,-1%,25%
CCOC(=O)c1cc2c(=O)[nH]ccc2nc1C(F)(F)F,-23%,1%,3%
CCC(C)NC(=S)Nc1ccc2nc(N3CCN(CC)CC3)cc(C)c2c1 (stereo not drawn),23µM*,5%,-6%
COc1ccc(C(CNC(=O)C(=O)Nc2ccc3c(c2)OCO3)N2CCN(C)CC2)cc1 (stereo not drawn),u,x,-9%
O=C(O)c1ccc2c(c1)-c1nc3ccccc3n1C2=O,-5%,-2%,-4%
COc1cccc(NC(=O)CSc2nncn2-c2ccccn2)c1,-10%,3%,-3%
Cc1cc(C)c2c(N)c(C(=O)c3ccccc3Cl)sc2n1,u,5%,u
CCOC(=O)c1nnc(-c2ccc(C)cc2)nc1Oc1ccccc1Cl,u,6%,12%
O=C(CSc1nc2ccccc2c(=O)n1-c1ccc(Cl)cc1)c1ccco1,-4%,-1%,-2%
COC(=O)[C@@H]1C[C@H]2CC[C@H](O)C[C@H]2N1Cc1ccc(-c2ccccc2)cc1,u,7%&1%,-23%&-12%
O=C(c1ccc(COCC(F)(F)F)o1)N1CCCCCC1,-26%,2%,1%
COc1ccc(NC(=O)CSc2ccc3c(c2)OCCO3)cc1S(N)(=O)=O,u,0%,x
CCOc1ccc(NC(=O)Cn2nnc(C(=O)NCc3ccccc3OC)c2N)cc1,-4%,-4%,2%
Cc1ccccc1CCNC(=O)C1CCN(c2nc3ccccc3nc2C(F)(F)F)CC1,u,3%,x
Cc1cc(N2CCN(C(=O)c3ccco3)CC2)n2nc(-c3cccc(F)c3)cc2n1,u,6%,4%
COc1ccc2oc(C(=O)OCC(=O)N(C)C3CCS(=O)(=O)C3)c(C)c2c1 (stereo not drawn),-8%,-3%,-11%
CCCNC(=O)N1CCC(Cc2ccccc2)CC1,u,5%,-3%
C[C@H](O)CON1C(=O)c2ccccc2C1=O,x,7%,-7%
Cc1nn(C)c(C)c1Nc1ccc(N2C(=O)C3CC=CCC3C2=O)cc1[N+](=O)[O-] (stereo not drawn),u,3%,-9%
O=C(/C=C/c1ccccc1F)c1cccc([N+](=O)[O-])c1,21µM*,4%,8%

# For convenience, 3 of the compounds above:
SMILES,DT40 TDP1 no CPT,TDP1 inh,N370S GC mod
O=C(c1ccc(COCC(F)(F)F)o1)N1CCCCCC1,-26%,2%,1%
COc1ccc(NC(=O)CSc2ccc3c(c2)OCCO3)cc1S(N)(=O)=O,u,0%,x
CCOc1ccc(NC(=O)Cn2nnc(C(=O)NCc3ccccc3OC)c2N)cc1,-4%,-4%,2%

# The main list resumes with the 4 entries that preceded the break.
SMILES,DT40 TDP1 no CPT,TDP1 inh,N370S GC mod
CCCNC(=O)N1CCC(Cc2ccccc2)CC1,u,5%,-3%
C[C@H](O)CON1C(=O)c2ccccc2C1=O,x,7%,-7%
Cc1nn(C)c(C)c1Nc1ccc(N2C(=O)C3CC=CCC3C2=O)cc1[N+](=O)[O-] (stereo not drawn),u,3%,-9%
O=C(/C=C/c1ccccc1F)c1cccc([N+](=O)[O-])c1,21µM*,4%,8%
CCc1cccc(-n2nnc(-c3nsc(NC(=O)c4ccc(C)cc4)n3)c2C)c1,8.2µM*,5%,x
COc1ccc(Cl)cc1NC(=O)c1cn(C2CCCC2)c(=O)c2c1c1ccccc1n2C,u,0%,x
Cn1cnc2c(=O)oc3ccc(S(=O)(=O)N4CCN(c5cccc(Cl)c5)CC4)cc3c21,-4%,0%,x
CC(C)CC(=O)Nc1c2c(nn1-c1ccc(F)cc1)CS(=O)C2 (stereo not drawn),5%,1%,2%
Cc1ccc(-c2noc(CCC(=O)NCCN3CCN(Cc4ccccc4)CC3)n2)cc1,18µM*,8%,-13%
O=C(CCCN1CCC(c2ccccc2)C1)c1ccc2c(c1)OCCO2 (stereo not drawn),-24%,2%,5%
CCc1ccccc1NC(=O)c1cnc2scc(C)n2c1=O,-51%,5%,9%
Cc1ccc(C(C(=O)NC2CCCC2)N(Cc2ccc3c(c2)OCO3)C(=O)Cc2cccs2)cc1 (stereo not drawn),u,2%,1%
COc1ccc(CCC(C)N2CCC(Oc3ccc(C(=O)N4CCCC4)cc3)CC2)cc1 (stereo not drawn),u,5%,u
COc1ccccc1OCC(=O)NCC1(N(C)C)CCCCC1,-6%,-3%,x
O=C(O)Cn1c(=O)c2c(c3ccccc31)CCC2,-10%,x,1%
O=C(CSc1ccccc1F)Nc1ccc(N2CCOCC2)cc1,19%,4%,x
CCn1cc(C(=O)NCc2ccco2)c(=O)c2cc(S(=O)(=O)N3CCC(C)CC3)ccc21,u,7%,-9%
O=C(CC1SC(=Nc2ccc(OC(F)F)cc2)N(CCN2CCOCC2)C1=O)Nc1ccc(F)cc1F (stereo not drawn),u,6%,-17%
COc1ccc(CNC(=O)COC(=O)c2c[nH]c(=O)[nH]c2=O)cc1OC,2%,1%,-7%
COc1ccc(CCNC(=O)CCc2cn(Cc3ccc(C)cc3)c3ccccc23)cc1OC,15µM*,-3%,x
O=C(NCc1ccccn1)C1CCN(S(=O)(=O)c2ccccc2)CC1,8%,0%,2%
Cc1cc(C)nc(NS(=O)(=O)c2ccc(N3Cc4ccccc4C3=O)cc2)n1,12%,2%,-5%
Cc1ccc2cc(CN(CC3CCCO3)S(=O)(=O)c3ccccc3)c3nnnn3c2c1 (stereo not drawn),-29%,-2%,20%
Cc1ccc(C)c(N2CCN(C(=O)c3cc4c(=O)n(Cc5cccnc5)ccc4nc3C)CC2)c1,u,7%,x
CC1CCN(CC(O)COc2ccc(F)cc2)CC1 (stereo not drawn),-17%,-1%,-1%
Cc1cc(C)nc(N2CCC(C(=O)NCCc3ccc(F)cc3)CC2)n1,9.2µM*,3%,-1%
CCC1CCCCN1C(=O)CSc1nnc(-c2ccc(Cl)s2)o1 (stereo not drawn),-27%,0%,9%
O=S(=O)(Nc1ccc(F)cc1)c1ccc(S(=O)(=O)N2CCOCC2)cc1,-2%,1%,x
COCCCNC(=O)c1cc(S(=O)(=O)NCCCN2CCCC2=O)ccc1Cl,-3%,0%,x
CS(=O)(=O)N1CCC(C(=O)N2CCN(c3ccccc3)CC2)CC1,-8%,4%,-2%
C=CCn1c(SCC)nc(O)cc1=O,-5%,-9%,6%
CCCn1c2ccccc2c2cnn(CC(=O)NCCN(C)C)c(=O)c21,0%,x,-5%
Cc1cc(=O)c2c(O)c(O)ccc2o1,u,5%,-13%
CC(C)NC(=O)N1CCC2(CC1)CCN(C(=O)c1ccco1)CC2,1%,x,-5%
CCOC(=O)c1c(NC(=O)C(=O)N/N=C/c2ccccc2O)sc2c1CCCCC2,3.3µM*,4%,0%
Cc1noc(NS(=O)(=O)c2ccc(N/C=C\C(=O)c3ccc(F)cc3)cc2)c1C,-7%,-3%,6%
C[C@@H]1CC=C[C@H]2[C@H]1C(=O)N(Cc1ccccc1)[C@H]2c1ccc(F)c(/C=C/c2ccccc2)c1,8.2µM*,-2%,12%
O=C(Nc1nc(-c2ccccc2)nc2ccccc12)c1ccc(F)cc1,u,0%,9%
CC1CCc2c(sc(NC(=O)CCC(=O)O)c2C(=O)NC2CC2)C1 (stereo not drawn),-13%,7%,-8%
COc1ccc(CCC(=O)N2CCN(S(=O)(=O)c3ccc(OC)cc3)CC2)cc1,-32%,-3%,x
O=C(CCN1C(=O)c2ccccc2Sc2ncccc21)Nc1ccc(F)cc1F,-25%,0%,x
O=C(Nc1ccccc1C(=O)O)c1ccc2c(c1)C(=O)N(c1cccc([N+](=O)[O-])c1)C2=O,12%,x,-13%
CN1CCC2(CC1)CCN(C(=O)c1cc(C(F)(F)F)cc(C(F)(F)F)c1)CC2,1%,x,-4%
COc1ccc(C(CNC(=O)c2ccc3c(c2)C(=O)N(CCC(C)C)C3=O)N2CCOCC2)cc1 (stereo not drawn),-18%,4%,u
COc1ccc(CCNC(=O)c2cnn(-c3ccc(F)cc3)c2C2CCN(C(=O)OC(C)(C)C)CC2)cc1OC,u,6%,x
CCc1ccc2c(c1)C(O)(CC(=O)c1cccs1)C(=O)N2 (stereo not drawn),u,-2%,4%
O=C1NC(c2ccccc2)Nc2c1sc(=S)n2-c1ccccc1 (stereo not drawn),6.5µM*,-3%,-14%
Cc1ccc(NC(=O)CCCc2ccccc2)c([N+](=O)[O-])c1,12%,x,-2%
O=C1c2ccccc2C(=O)c2c1ncn2-c1ccccc1,5.2µM*,3%,2%
CCN1C(=NCCc2ccc(Br)cc2)N[C@@H](c2ccccc2)[C@H](C(=O)OC)[C@H]1C,18µM*,1%,-21%
CCOc1ccccc1CNS(=O)(=O)c1ccc(-c2coc(C)n2)cc1,16µM*,2%,x
Cc1ccc(C(=O)Nc2nnc(-c3ccncc3)o2)cc1,u,7%,3%
Cc1cc(C)cc(OCC(=O)OCc2nnc(-c3ccccc3)o2)c1,18%,-4%,-6%
Fc1ccc(N/N=C/C=C/c2ccccc2)c(F)c1,u,5%,-4%
# (cont.)
SMILES,DT40 TDP1 no CPT,TDP1 inh,N370S GC mod
O=C(/C=C/c1ccccc1)NCCc1ccccc1,12µM*,x,-11%
O=C(OCn1nnc2ccccc2c1=O)C1CCN(S(=O)(=O)c2cccs2)CC1,-11%,0%,5%
O=C(N/N=C/c1c(Cl)[nH]c2ccccc12)c1sc2ccccc2c1Cl,13µM*,3%,u
C/C(=N/N=C(/C)c1cccs1)c1cccs1,u,-2%,-16%
CCc1noc(C)c1C(=O)N(C)CC(=O)Nc1ccccc1Br,-2%,x,2%
NC(=O)COc1ccc(NC(=O)CC23CC4CC(CC(C4)C2)C3)cc1,1%,x,0%
CCN(Cc1ccccc1)C(=O)c1ccc(Cl)cc1[N+](=O)[O-],-3%,-1%,-14%
N#Cc1cccc(NC(=O)N2CCCC3(CCN(C(=O)c4csnn4)CC3)C2)c1,-13%,x,-9%
C[C@@H]1CC2[C@@H]3CC[C@H]4CC(=O)CC[C@]4(C)C3=CC[C@]2(C)[C@@]1(O)C(=O)CO (stereo partly drawn),u,x,13%
CCN(CC)c1ccc(NC(=O)c2[nH]c(C)c(C(C)=O)c2C)c(C)c1,18µM*,-4%,u
CCCS(=O)(=O)N1CC(=O)N(c2ccccc2C)C(C)(C(=O)NC2CCCCC2)C1 (stereo not drawn),-1%,2%,x
CCN1C(=O)[C@@H]2[C@@H](c3ccc(-c4ccc5c(c4)OCO5)c(OC)c3)N3CCC[C@@]3(C(=O)OC)[C@@H]2C1=O,u,-5%,-5%
COc1ccc(N=C2NN=C(c3c(C)[nH]c4ccccc34)CS2)cc1,23µM*,8%,-8%
CC(=O)C1C(c2ccc([N+](=O)[O-])cc2)c2c(noc2C)CC1(C)O (stereo not drawn),-14%,-1%,0%
COc1ccc(CCn2c(C)cc(C(=O)COC(=O)c3cnc(C)cn3)c2C)cc1,u,-2%,1%

# Assay outcomes: PubChem, National Center for Advancing Translational Sciences (NCATS)
